Jurkat NFkB inh: inhibitors of the PMA/ionomycin-induced NF-kB reporter in Jurkat cells | PMA/ionomycin-induced NF-kB luciferase reporter, luminescence | inhibition, % at 4 µM | 0.53% of 330,000 active | AID 435003; in the data active = inhibition above about 50%
UPR CHOP act: activators of apoptotic arm of unfolded protein response (CHOP) | AID 449763 | 0.34% of 330,000 active | activation, % at 10 µM | CHO-CHOP luciferase reporter, UPR activation, luminescence; percent of tunicamycin response over DMSO baseline;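 active = at 10 µM dose, activation of 40% or more, normalized to positive control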;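 also: 100% = tunicamycin at 10 µg/mL and 0% = DMSO alone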
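Test system: CHO-CHOP cells, stable luciferase reporter of PERK-eIF2a-CHOP signalling | Quantity: 500 CHO-CHOP cells per well | Buffer or medium: F12 plus 10% serum | Compound dosing: 10 µM single point, 0.5% DMSO | Schedule: 6 h compound treatment, 37 °C | Signal: Luciferase luminescence | Control set: Tunicamycin high control, DMSO low control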
Mdm2-MdmX inh: human Mdm2/MdmX binding inhibition | inhibition, % at 8 µM | O15151+Q00987 | 3% of 330,000 active | SaOS-2 split-luciferase Mdm2/MdmX complementation, luminescence;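 active = inhibition of at least 50% at 8 µM in the primary screen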
Target sequence (O15151 whole entry, looked up): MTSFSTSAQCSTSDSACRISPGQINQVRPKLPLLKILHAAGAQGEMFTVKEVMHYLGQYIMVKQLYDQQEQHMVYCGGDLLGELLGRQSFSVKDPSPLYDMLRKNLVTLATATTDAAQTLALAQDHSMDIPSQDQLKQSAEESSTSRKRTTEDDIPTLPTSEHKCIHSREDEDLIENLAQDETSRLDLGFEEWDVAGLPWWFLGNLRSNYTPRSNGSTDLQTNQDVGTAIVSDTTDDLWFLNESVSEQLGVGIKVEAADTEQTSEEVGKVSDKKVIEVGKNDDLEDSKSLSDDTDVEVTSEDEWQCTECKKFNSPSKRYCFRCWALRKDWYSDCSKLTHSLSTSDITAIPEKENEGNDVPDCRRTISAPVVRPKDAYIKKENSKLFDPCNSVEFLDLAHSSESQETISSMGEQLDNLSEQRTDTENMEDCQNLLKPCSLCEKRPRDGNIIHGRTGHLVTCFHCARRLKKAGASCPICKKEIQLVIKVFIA
Target sequence (Q00987 whole entry, looked up): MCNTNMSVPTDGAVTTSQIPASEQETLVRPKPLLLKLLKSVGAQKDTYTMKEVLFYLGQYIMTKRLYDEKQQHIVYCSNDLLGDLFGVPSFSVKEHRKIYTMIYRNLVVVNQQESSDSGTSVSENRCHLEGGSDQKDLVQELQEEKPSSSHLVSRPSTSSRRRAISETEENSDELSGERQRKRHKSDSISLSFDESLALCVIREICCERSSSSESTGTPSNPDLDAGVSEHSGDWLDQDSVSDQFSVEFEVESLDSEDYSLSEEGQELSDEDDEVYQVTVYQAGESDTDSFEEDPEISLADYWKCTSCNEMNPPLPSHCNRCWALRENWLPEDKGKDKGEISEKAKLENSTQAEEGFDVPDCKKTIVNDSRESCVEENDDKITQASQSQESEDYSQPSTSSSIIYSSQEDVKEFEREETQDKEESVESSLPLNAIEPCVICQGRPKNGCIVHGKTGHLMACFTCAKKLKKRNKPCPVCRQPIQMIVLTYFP
tim23-1 inh: tim23-1 yeast growth inhibition. AID 463212. 1.3% of 330,000 active. S. cerevisiae tim23-1 growth, BacTiter-Glo luminescence, 24 h. inhibition, % at 20 µM;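 active = growth inhibition of the mutant yeast at or above 50%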;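 also: temperature-sensitive mutant grown at 25 °C; plate controls were DMSO-treated mutant yeast for no effect and medium wells lacking yeast for full effect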
697 NFkB inh: lowers PMA/ionomycin-induced NF-kB signal in 697 B cells. inhibition, % at 4 µM. AID 435022. 697 B-cell NF-kB luciferase reporter, 16 h. 0.33% of 330,000 active; in the data active = inhibition above about 35%
APJ ag: agonists of human APJ apelin receptor | CHO-K1 APJ PathHunter beta-arrestin, luminescence; 0% DMSO wells, 100% apelin | activation, % at 20 µM | 0.11% of 330,000 active | AID 2520;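 active = activation more than six SD over the plate average, tested at 20 µM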;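 also: 0% = DMSO alone and 100% = apelin-13 at 10 nM; some results filed as inactive read as strong as hits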
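Assay system: engineered CHO-K1 APJ arrestin reporter cells; Amount: 1000 CHO-K1 reporter cells seeded per well; Dosing: one dose, 20 µM compound, 1% DMSO; Times: compound stimulation 90 min at 25 °C, detection 60 min; Measured by: luminescent beta-gal fragment complementation, chemiluminescent substrate; Read-out: APJ–arrestin association signal; Controls: DMSO vs Apelin-13 10 nM.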
APJ antagonist: APJ receptor antagonism. P35414. CHO-K1 APJ beta-arrestin complementation, luminescence. inhibition, % at 20 µM. 0.32% of 330,000 active. AID 2521;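 active = inhibition above about 40% at 20 µM, limit read from the data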;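 also: cells challenged with 10 nM apelin-13 agonist together with compound; plate controls were apelin-13 plus DMSO wells for no effect and DMSO wells lacking apelin-13 for full effect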
UPR XBP1 act: adaptive UPR (XBP1) activation | CHO-XBP1 luciferase reporter, IRE1-XBP1 UPR activation, luminescence; percent of tunicamycin response, DMSO as zero | activation, % at 20 µM | 0.33% of 330,000 active | AID 463104;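 active = versus positive control, 20 µM dose yields 30% or more activation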;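 also: 100% = tunicamycin at 10 µg/mL and 0% = DMSO only wells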
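assay system = CHO-XBP1 luciferase reporter cells | amount = 1000 cells/well | buffer or medium = F12 plus 10% FBS | compound dosing = single point, 20 µM final compound, 1% DMSO | incubation = 16-18 h cell attachment at 37 °C, then 6 h compound exposure | detection = Steady-Glo luminescence read | controls = tunicamycin 10 µg/mL and vehicle-only wells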
* = called active by the depositor; / = not tested or not shown. Rows were taken by chance; any-hit rate near 5%.

Field names – A = Jurkat NFkB inh; B = UPR CHOP act; C = Mdm2-MdmX inh; D = tim23-1 inh; E = 697 NFkB inh; F = APJ ag; G = APJ antagonist; H = UPR XBP1 act
O=C(NCCN1CCN(C(=O)c2cc3ccccc3oc2=O)CC1)c1cc2ccccc2oc1=O
  A = 9 | B = -2.3 | C = 6 | D = 11 | E = 26 | F = -2 | G = 16 | H = 0
Cc1nn(C)c(Cl)c1CN1CCCC(C(=O)Nc2cccc(-n3cccn3)c2)C1 (stereo not given)
  A = 11 | B = 0.6 | C = 26 | D = -3 | E = -30 | F = 7 | G = -28 | H = -4
C/C(=N\NC(N)=O)c1c(F)cccc1F
  A = -2 | B = 0.0 | C = 0 | D = -6 | E = -24 | F = 1 | G = -35 | H = -2
Clc1ccc(N2CCN(c3ncnc4c3oc3ccccc34)CC2)cc1
  A = 12 | B = 0.7 | C = 58* | D = -17 | E = -7 | F = -2 | G = 10 | H = 6
Cc1ccc(C(=O)NN(CCC#N)C2=NS(=O)(=O)c3ccccc32)cc1
  A = -6 | B = -1.4 | C = 7 | D = 10 | E = 7 | F = -2 | G = 1 | H = 1
c1ccc(-n2cccc2CNC2CCCCC2)cc1
  A = -5 | B = 1.0 | C = -5 | D = 7 | E = -4 | F = -2 | G = -2 | H = 2
O=[N+]([O-])c1ccc(-c2nc(Nc3ccc(O)cc3)c3ccccc3n2)cc1
  A = -29 | B = 4.1 | C = 70* | D = -1 | E = -3 | F = 6 | G = 3 | H = 24
O=C(COC(=O)/C=C/c1ccccc1)NC1CCS(=O)(=O)C1 (stereo not given)
  A = -6 | B = -0.9 | C = 13 | D = 5 | E = 11 | F = -6 | G = -2 | H = -2
COc1ccc(CNC2C[C@H]3CCCC(=O)N4CC[C@@H](C2)[C@@H]34)cc1 (stereo not given in full)
  A = / | B = 1.6 | C = 5 | D = 17 | E = -2 | F = / | G = / | H = 3
Cc1c(N2C(=O)CS/C2=N\N=C\c2ccc(Cl)cc2)c(=O)n(-c2ccccc2)n1C
  A = 6 | B = 0.9 | C = 9 | D = 19 | E = 11 | F = -2 | G = 5 | H = 2

The list goes on, starting with the last two of the part before.
Field names – A = Jurkat NFkB inh; B = UPR CHOP act; C = Mdm2-MdmX inh; D = tim23-1 inh; E = 697 NFkB inh; F = APJ ag; G = APJ antagonist; H = UPR XBP1 act
COc1ccc(CNC2C[C@H]3CCCC(=O)N4CC[C@@H](C2)[C@@H]34)cc1 (stereo not given in full)
  A = / | B = 1.6 | C = 5 | D = 17 | E = -2 | F = / | G = / | H = 3
Cc1c(N2C(=O)CS/C2=N\N=C\c2ccc(Cl)cc2)c(=O)n(-c2ccccc2)n1C
  A = 6 | B = 0.9 | C = 9 | D = 19 | E = 11 | F = -2 | G = 5 | H = 2
COc1ccccc1N(C)S(=O)(=O)c1ccc(C(=O)OCC(=O)N(C)c2ccccc2)cc1
  A = -9 | B = 1.0 | C = -7 | D = 18 | E = -34 | F = 5 | G = -4 | H = 0
CCOC(=O)N1CCN(C(=O)c2c(-c3ccccc3)noc2C)CC1
  A = 1 | B = 3.4 | C = 2 | D = -10 | E = 18 | F = -4 | G = -5 | H = -1
O=C(/C=C/N1CCOCC1)c1coc2ccccc12
  A = -62 | B = 0.3 | C = -10 | D = 6 | E = -88 | F = -4 | G = 32 | H = -5
CCCCCNC(=O)c1cccnc1SCC(=O)Nc1ccccc1OC
  A = 8 | B = 0.9 | C = 2 | D = 27 | E = 0 | F = -4 | G = 8 | H = -2
Cn1cc(Br)c(C(=O)N2CCCCCC2)n1
  A = 6 | B = 2.2 | C = 16 | D = -2 | E = 10 | F = 5 | G = 8 | H = -1
O=C(NCCc1ccccc1)C(c1ccccc1)N(C(=O)c1csnn1)C1CC1 (stereo not given)
  A = 1 | B = -2.2 | C = 0 | D = 27 | E = 3 | F = -3 | G = 8 | H = -3
CCCn1c(SCC(=O)N2CCCC(C)C2)nnc1-c1cccnc1 (stereo not given)
  A = 3 | B = -0.1 | C = 10 | D = 4 | E = 15 | F = -2 | G = -15 | H = 0
O=C(COC(=O)c1ccccn1)c1ccc(Br)cc1
  A = -6 | B = 2.6 | C = -1 | D = -14 | E = 1 | F = -1 | G = 21 | H = 3
CC(C)(C)c1csc(N(CCC#N)CCC#N)n1
  A = 2 | B = 0.5 | C = -16 | D = 10 | E = 11 | F = -4 | G = -21 | H = -3
Cc1ccc(NC(=O)Nc2ccon2)cc1Cl
  A = -19 | B = 3.9 | C = -5 | D = -4 | E = -19 | F = -2 | G = -49 | H = 1

Sorted by heavy-atom count (low to high): some entries from above
Field names – A = Jurkat NFkB inh; B = UPR CHOP act; C = Mdm2-MdmX inh; D = tim23-1 inh; E = 697 NFkB inh; F = APJ ag; G = APJ antagonist; H = UPR XBP1 act
CC(C)(C)c1csc(N(CCC#N)CCC#N)n1
  A = 2 | B = 0.5 | C = -16 | D = 10 | E = 11 | F = -4 | G = -21 | H = -3
CCOC(=O)N1CCN(C(=O)c2c(-c3ccccc3)noc2C)CC1
  A = 1 | B = 3.4 | C = 2 | D = -10 | E = 18 | F = -4 | G = -5 | H = -1
Clc1ccc(N2CCN(c3ncnc4c3oc3ccccc34)CC2)cc1
  A = 12 | B = 0.7 | C = 58* | D = -17 | E = -7 | F = -2 | G = 10 | H = 6
O=C(NCCc1ccccc1)C(c1ccccc1)N(C(=O)c1csnn1)C1CC1 (stereo not given)
  A = 1 | B = -2.2 | C = 0 | D = 27 | E = 3 | F = -3 | G = 8 | H = -3

New compounds follow:
Field names – A = Jurkat NFkB inh; B = UPR CHOP act; C = Mdm2-MdmX inh; D = tim23-1 inh; E = 697 NFkB inh; F = APJ ag; G = APJ antagonist; H = UPR XBP1 act
COc1cccc(Cn2c(NCc3cccnc3)nc3c2c(=O)n(C)c(=O)n3C)c1
  A = 13 | B = 3.7 | C = 46 | D = 7 | E = -79 | F = 1 | G = 6 | H = -4
CC(=O)c1cccc(NC(=O)C(C)OC(=O)c2cccc(-n3cnnn3)c2)c1 (stereo not given)
  A = 4 | B = -0.9 | C = -2 | D = -2 | E = -16 | F = -8 | G = 9 | H = -3
Cc1ccc2c(c1)C(=O)C(=O)N2CCOc1ccccc1
  A = 0 | B = 1.6 | C = 65* | D = 43 | E = -27 | F = -7 | G = 10 | H = 16
Cc1nc(SCC(=O)c2ccccc2)n[nH]1
  A = -2 | B = 2.8 | C = -10 | D = 3 | E = 7 | F = -2 | G = 1 | H = 8
O=C(CSc1nn(-c2ccc(F)cc2)c(=S)s1)NC(=O)NCc1ccco1
  A = 18 | B = -2.0 | C = 28 | D = 8 | E = 7 | F = -6 | G = -5 | H = -3
CC(=O)Nc1cc(Br)ccc1O
  A = -5 | B = 0.2 | C = 6 | D = 6 | E = 1 | F = -3 | G = 4 | H = 8
Cc1ccc(S(=O)(=O)c2nnn3c2nc(NCCCN2CCCC2=O)c2ccccc23)cc1C
  A = 8 | B = 1.4 | C = 34 | D = 2 | E = -1 | F = 6 | G = -15 | H = -1
Cc1ccc(Cl)cc1N1CCN(C(=O)c2cc3c(=O)[nH]c4ccccc4c3n2C)CC1
  A = 16 | B = 5.3 | C = 71* | D = 12 | E = -45 | F = 6 | G = -2 | H = 7
CCOc1ccc2[nH]c3c(N4CCN(C(=O)c5ccco5)CC4)ncnc3c2c1
  A = -12 | B = 1.7 | C = -5 | D = 22 | E = 31 | F = 10 | G = -2 | H = -1
CCOC(=O)N1CCN(S(=O)(=O)N(C)C)CC1
  A = -17 | B = -2.9 | C = 1 | D = 2 | E = -12 | F = 1 | G = -25 | H = -2
COc1ccc(CNC(=S)N/N=C/c2ccncc2)cc1
  A = -3 | B = -0.7 | C = -8 | D = -14 | E = -7 | F = -2 | G = 10 | H = -2
CC(C)CCNc1nc(-c2ccco2)c2c(c1C#N)CCCC2
  A = 5 | B = -1.5 | C = 30 | D = 12 | E = 10 | F = -4 | G = -3 | H = -3
CCOc1ccc(CNc2ncc(-c3ccccc3)n2C)cc1
  A = 2 | B = -0.1 | C = 10 | D = -42 | E = -5 | F = -6 | G = 24 | H = -1
Cc1nc2c(C)cccn2c1/C(O)=C1\C(=O)C(=O)N(CCN2CCOCC2)C1c1ccncc1 (stereo not given)
  A = 11 | B = -1.9 | C = -6 | D = 0 | E = 14 | F = -2 | G = -2 | H = -7
O=c1cc(CN2CCN(Cc3ccccc3)CC2)c2cc(O)ccc2o1
  A = 7 | B = -0.8 | C = 16 | D = -4 | E = -15 | F = -5 | G = 0 | H = 0
O=C(OCCN1CCN(c2ncc(C(F)(F)F)cc2Cl)CC1)c1ccc(F)cc1
  A = 12 | B = -1.9 | C = -3 | D = 12 | E = 4 | F = -5 | G = -4 | H = -5
CCc1ccc(/C=N/NC(=O)c2cc(C)on2)s1
  A = 1 | B = 1.9 | C = -5 | D = 2 | E = -11 | F = -1 | G = 4 | H = 2
CC(C)Cc1c(O)nc(SCC(=O)N2CCCCCC2)[nH]c1=O
  A = 1 | B = 0.5 | C = -8 | D = 2 | E = 12 | F = -3 | G = 11 | H = 2
CCOc1ccc(CCNC(=O)c2c(C)nn(-c3ccccc3)c2Cl)cc1OCC
  A = 18 | B = -0.9 | C = 16 | D = 33 | E = -3 | F = -5 | G = -30 | H = -3
Cc1ccc(N2CCN(c3ccc(C)cc3)C2c2ccncc2)cc1
  A = 16 | B = -1.1 | C = -10 | D = 44 | E = 0 | F = 2 | G = 1 | H = -3
Cc1ccc(C)c(-n2c(SCC(=O)N3CCC(C(=O)O)CC3)nnc2-c2cccc(Cl)c2)c1
  A = -1 | B = -1.4 | C = -1 | D = -5 | E = -3 | F = -2 | G = -6 | H = -3
CC1CCCC(NC(=O)C2CCN(C(=O)Nc3ccccc3)CC2)C1C (stereo not given)
  A = 1 | B = 0.9 | C = -36 | D = 2 | E = 23 | F = -3 | G = 4 | H = -1
CCN(CC)C(=O)C1CCCN(Cc2ccc3ccccc3c2)C1 (stereo not given)
  A = 1 | B = -1.3 | C = 29 | D = -10 | E = -17 | F = -3 | G = 22 | H = -4
S=c1[nH]nc(-c2cccs2)n1C1CCCCC1
  A = -17 | B = -0.5 | C = 11 | D = 18 | E = -13 | F = -3 | G = 14 | H = 1
CCC(C(=O)NC1CCCC1)N(Cc1ccco1)C(=O)Cn1nnc(-c2ccc(C)cc2)n1 (stereo not given)
  A = 1 | B = -1.8 | C = -7 | D = 31 | E = 4 | F = -3 | G = -1 | H = -2
O=C(Nc1ccc(F)cc1)C(NC1CCCCC1)c1ccccc1 (stereo not given)
  A = 2 | B = 1.0 | C = 29 | D = 18 | E = 30 | F = -2 | G = 0 | H = -3
Clc1ncnc2scc(-c3ccc(Br)cc3)c12
  A = 5 | B = 0.4 | C = 39 | D = 50* | E = 2 | F = -2 | G = -14 | H = 4
COc1ccccc1N1CCN(C(=O)c2sc3nc4n(c(=O)c3c2C)CCC4)CC1
  A = 4 | B = 0.9 | C = 5 | D = 12 | E = -5 | F = -5 | G = 2 | H = -3
CC(=O)Nc1cccc(NC(=O)CSc2nnnn2Cc2ccccc2)c1
  A = 10 | B = -0.7 | C = 10 | D = 3 | E = 12 | F = 5 | G = 23 | H = -3
O=C(Cc1ccc(Cl)cc1)Nc1ccc(N2CCN(C(=O)c3ccco3)CC2)cc1
  A = 12 | B = -3.3 | C = 1 | D = 3 | E = 4 | F = 2 | G = 3 | H = -2
O=C(Cn1cnc2ccccc2c1=O)NCC(=O)N1CCOCC1
  A = 1 | B = -2.3 | C = -22 | D = 9 | E = 1 | F = 1 | G = 5 | H = 2
CC(C)(C)[C@H]1COC(=O)CCCC/C=C\C[C@H](CC(=O)NCCO)C(=O)N1
  A = -4 | B = -1.5 | C = -6 | D = -8 | E = -5 | F = -3 | G = 3 | H = -1
